Bioassay records (PubChem)
aSyn rescue – alpha-synuclein toxicity inhibition in yeast; actives 0.14% (n = 370,000); Yeast expressing alpha-synuclein, growth rescue, BacTiter-Glo, 24 h; Potency, µM (doses to about 46.1 µM), without a hit: top-dose growth rescue (activation), usual class: activators; note: % of control where 0% means no effect; nearly all actives have a fitted effect of over 65% in size
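Galactose-induced alpha-syn yeast (OD600=0.02, raffinose-pregrown) + pinned cpd, 24 hr, 30 deg C; growth by BacTiter-Glo luminescence. Growth restoration scores as activation.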
FUS yeast rescue – rescues growth of FUS-expressing yeast; S. cerevisiae FUS-expressing, growth rescue, OD600, 24 h; Potency, µM (highest dose often 76.6 µM), for the others: at the highest dose growth rescue (activation), hits mostly activators; actives 0.24% (n = 390,000); AID 1347120;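 note: plate controls were DMSO vehicle for no effect and reference control for full effect; nearly all actives have a fitted effect of over 55% in size; some results filed as inactive show a strong effect at the top dose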
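Toxicity suppression screen in FUS-yeast. Cells induced with 2% galactose, starting OD 0.005, treated 24hr at 30C with compounds at multiple final concentrations; growth by OD600.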
EPAC1 agonist – agonists of human EPAC1; Potency, µM (titrated, usually from 154 µM), without a hit: at the highest dose activation, usual class: activators; EPAC1 agonist qHTS, biochemical assay; response scale: 100% = response to 6.5 mM cAMP; AID 720707; O95398; actives 0.073% (n = 360,000); note: nearly all actives have a fitted effect of over 60% in size
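Read-out is the fluorescence drop as BODIPY-GDP leaves Rap1B (480 nm excitation, 540 nm emission), recorded every 5 minutes over 30 minutes. Reactions held 100 nM EPAC1, 250 nM Rap1B–BODIPY-GDP and 50 uM GDP, with 6.5 mM cAMP setting full activation.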
EPAC2 agonist – agonists of human EPAC2 (RAPGEF4); EPAC2 activation, biochemical qHTS; response scale: 100% = 6.5 mM cAMP response; actives 0.079% (n = 360,000); Potency, µM (top dose mostly 154 µM), for the others: at the highest dose activation, most hits filed as activators; note: nearly all actives have a fitted effect of over 50% in size
Target sequence (Q8WZA2 whole entry, looked up): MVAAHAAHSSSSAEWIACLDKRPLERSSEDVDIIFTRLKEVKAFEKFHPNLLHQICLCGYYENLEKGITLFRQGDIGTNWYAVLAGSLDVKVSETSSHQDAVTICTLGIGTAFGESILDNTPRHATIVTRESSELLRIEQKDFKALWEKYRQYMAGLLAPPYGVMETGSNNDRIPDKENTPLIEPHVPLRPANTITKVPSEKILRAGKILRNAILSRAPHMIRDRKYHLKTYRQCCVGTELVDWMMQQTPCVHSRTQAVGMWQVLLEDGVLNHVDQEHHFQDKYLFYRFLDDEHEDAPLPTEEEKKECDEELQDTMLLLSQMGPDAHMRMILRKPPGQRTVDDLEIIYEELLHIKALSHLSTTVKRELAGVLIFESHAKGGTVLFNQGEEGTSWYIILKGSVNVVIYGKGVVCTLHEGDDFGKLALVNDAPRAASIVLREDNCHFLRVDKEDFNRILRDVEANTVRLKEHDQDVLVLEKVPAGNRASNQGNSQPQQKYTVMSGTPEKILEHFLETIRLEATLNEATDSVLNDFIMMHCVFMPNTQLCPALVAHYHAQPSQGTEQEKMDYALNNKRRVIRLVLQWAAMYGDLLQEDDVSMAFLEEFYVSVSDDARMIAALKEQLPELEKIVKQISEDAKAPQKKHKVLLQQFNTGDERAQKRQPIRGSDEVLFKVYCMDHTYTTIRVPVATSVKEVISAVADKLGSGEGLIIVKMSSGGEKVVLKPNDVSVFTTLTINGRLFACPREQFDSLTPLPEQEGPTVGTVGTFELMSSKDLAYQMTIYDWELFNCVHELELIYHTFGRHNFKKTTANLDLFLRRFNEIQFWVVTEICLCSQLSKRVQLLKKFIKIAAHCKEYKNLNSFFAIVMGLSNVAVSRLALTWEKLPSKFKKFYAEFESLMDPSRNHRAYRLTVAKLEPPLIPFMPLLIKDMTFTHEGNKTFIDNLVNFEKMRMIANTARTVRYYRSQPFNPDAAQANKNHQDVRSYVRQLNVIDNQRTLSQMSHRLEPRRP
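Compounds were titrated in qHTS against a Rap1B-BODIPY-GDP (250 nM) complex with EPAC2 (100 nM) and GDP (50 uM). BODIPY-GDP release tracked at 480/540 nm over 30 min at room temperature, normalized to 6.5 mM cAMP.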
EPAC2 antagonist – antagonists of human EPAC2; EPAC2 GEF exchange of Rap1B-BODIPY-GDP, fluorescence; Potency, µM (titrated, usually from 114 µM), for the others: at the top dose activity, negative = inhibition, hits mostly inhibitors; actives 0.18% (n = 360,000); note: % is set by controls: 0 for no effect and ±100 for the full control effect; nearly all actives have a fitted effect of over 45% in size; many of its hits are not listed in these tables
PTHR1 agonist – activates the human parathyroid hormone receptor PTHR1. AID 743266. actives 0.075% (n = 410,000). Potency, µM (highest dose often 115 µM), inactives show at the top dose activation, most hits filed as activators. HEK293 GP2 PTHR1 cells, GloSensor cAMP luminescence, 1 h; note: nearly all actives have a fitted effect of over 55% in size; some results filed as inactive show a strong effect at the top dose; inactives centre near -15; many of its hits are not listed in these tables
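HEK-293-derived GP2 cells expressing PTHR1 and a GloSensor cAMP reporter, 3,000/well, plated overnight, given luciferin plus IBMX (each 0.5 mM as added) for 1 h at 37 °C, then compound for 1 h at 37 °C. Luminescence was read after 15 min at room temperature.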
EPAC1 antag – EPAC1 (human) antagonism | O95398 | actives 0.14% (n = 360,000) | EPAC1 GEF assay, Rap1b-BODIPY-GDP exchange fluorescence | AID 720709 | Potency, µM (doses to about 115 µM), without a hit: at the highest dose activity change, negative = inhibition, hits mostly inhibitors;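 note: plate controls were vehicle for no effect and positive control for full effect; nearly all actives have a fitted effect of over 50% in size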
TDP43 rescue – rescues yeast growth from TDP-43 toxicity; TDP-43 expressing yeast growth rescue, BacTiter-Glo, 24 h; actives 1.8% (n = 410,000); Potency, µM (top dose mostly 46.1 µM), for inactives: top-dose growth rescue (activation), hits mostly activators; note: % of control where 0% means no effect; nearly all actives have a fitted effect of over 50% in size
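Readout is BacTiter-Glo luminescence of cell growth, so inhibitors register as activators. TDP-43-expressing yeast at OD600=0.02 in galactose medium, after raffinose pregrowth to mid-log, were incubated with compound for 24 hr at 30 deg C.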
* = called active by the depositor; i = inactive; ? = inconclusive; / = not tested or not shown; [ ] = another dose, or the depositor's remark. Calls come from the whole dose curve; as a rule, active = well fitted curve in the direction sought with a large enough effect; inconclusive = small, poorly fitted or top-dose-only effect, or another doubt; inactive = no such curve, though single readings can be large; an effect the other way counts as inactive or inconclusive. Potency is the fitted concentration of half-maximal effect.

SMILES	aSyn rescue	FUS yeast rescue	EPAC1 agonist	EPAC2 agonist	EPAC2 antagonist	PTHR1 agonist	EPAC1 antag	TDP43 rescue
CC(=O)N1CCc2c(sc(NC(=O)c3cccc(N4C(=O)CCC4=O)c3)c2C(N)=O)C1	2%	13%	-10%	8%	7%	i	-7%	3%
COc1cccc(Cn2c3ccc(NC(=O)Cc4cc(OC)ccc4OC)cc3c(=O)n2C)c1	-1%	12%	3%	8%	-9%	i	-6%	19%
Cc1ccsc1CN(C(=O)c1ccc([N+](=O)[O-])cc1)C1CCS(=O)(=O)C1 (centres undefined)	-3%	21%	-2%	2%	-7%	i	3%	1%
Cc1cc(C)nc(NC2=NCC(=O)N2CCc2c[nH]c3ccccc23)n1	1%	16%	8%	8%	2%	-7%[57.5 µM]	6%	7%
FC(F)(F)c1ccc2c(c1)NCC1CCCN21 (centres undefined)	0%	-11%	-9%	-3%	-4%	-20%	-5%	?
CC(=O)c1ccc(NC(=O)CCCN2C(=O)COc3ccc(C)cc32)cc1	-7%	17%	-12%	9%	-6%	-42%[inhibitor]	-12%	13%
C=CCn1cnc2scc(-c3ccc(OC)cc3)c2c1=O	13%	-2%	-7%	-1%	3%	i	-14%	-11%[1.82 µM]
Nc1nc(COC(=O)C2CC(=O)N(CCc3ccccc3)C2)nc(Nc2ccccc2)n1 (centres undefined)	5%[1.84 µM]	37%	-9%	6%	6%	-4%	15%	14%
COCCCN1C(=O)N(c2ccc(F)cc2)C(=O)C1CC(=O)Nc1ccccc1 (centres undefined)	4%	-30%	3%	10%	4%	i	-5%	22%
CCOC(=O)c1ccc(-c2c(-c3ccc4c(c3)OCO4)noc2-c2ccsc2)cc1F	-6%	-7%	-11%	9%	-12%	i	-19%	10%
COc1ccc(C(=O)NN(C)c2nc(C(F)(F)F)nc3ccccc23)cc1	2%	12%	-5%	7%	-3%	i	4%	5%
CCc1nc2ccccc2n(CC)c1=O	-5%	6%	-5%	3%	13%	i	-9%	8%
CCCNC(=O)Cn1nc(-c2ccccc2OC)ccc1=O	-1%	-35%	1%	7%	-1%	-21%	-1%	-2%
CC(=O)c1cccc(N=C2C(=O)Nc3ccccc32)c1	-4%	31%	-6%	4%	-4%	i	-12%	-8%
CCc1cc(=O)oc2cc(OCC(=O)N3CCC[C@H]3C(=O)O)ccc12	-1%	-9%	-12%	5%	-10%	-17%	-8%	3%
COc1ccccc1NC(=O)c1ccc(S(=O)(=O)N2CCOCC2)cc1	-6%	19%	6%	3%	14%	i	16%	17%
Cc1ccc(CNC(=O)c2cc(C)nn2-c2ccccc2)cc1	3%	-14%	-4%	3%	-4%	i	11%	15%
CC12CCC(=O)N1C(C(=O)N1CCN(c3cccc(Cl)c3)CC1)CS2 (centres undefined)	-1%[1.84 µM]	12%	-1%	1%	-4%	-4%	-12%	14%
O=C(Nc1ccc(F)cc1)C(c1ccncc1)N1CCN(C(=O)c2ccco2)CC1 (centres undefined)	-25%	0%	-9%	2%	2%	-21%	-19%	-6%
Cc1n[nH]c(=O)c2c(NC(=O)CSc3c(Cl)cccc3Cl)oc(C)c12	8%	1%	2%	-3%	3%	i	10%	29%
CC(C)OCC(O)CS(=O)(=O)Cc1ccccc1 (centres undefined)	-1%	6%	-5%	3%	18%	i	11%	-4%
C=CCNC1=C(Cl)C(=O)N(c2ccccc2Cl)C1=O	11%	5%	4%	6%	10%	i	15%	?
COc1cc(C(=S)N2CCC(C(N)=O)CC2)ccc1O	3%	-13%	0%	2%	2%	-1%[57.5 µM]	-11%	9%
CCOC(=O)N1CCN(CCC(=O)c2ccc(Br)cc2)CC1	-31%[inhibitor]	32%	3%	9%	-11%	-2%	4%	-8%
Fc1ccccc1Nc1nc(-c2ccncc2)nc2ccccc12	13%	5%	7%	18%	0%	i	1%	0%

Reprinted at random: 2 compounds from above.
SMILES	aSyn rescue	FUS yeast rescue	EPAC1 agonist	EPAC2 agonist	EPAC2 antagonist	PTHR1 agonist	EPAC1 antag	TDP43 rescue
COc1cccc(Cn2c3ccc(NC(=O)Cc4cc(OC)ccc4OC)cc3c(=O)n2C)c1	-1%	12%	3%	8%	-9%	i	-6%	19%
Cc1n[nH]c(=O)c2c(NC(=O)CSc3c(Cl)cccc3Cl)oc(C)c12	8%	1%	2%	-3%	3%	i	10%	29%

7 successive compounds out of the list so far:
SMILES	aSyn rescue	FUS yeast rescue	EPAC1 agonist	EPAC2 agonist	EPAC2 antagonist	PTHR1 agonist	EPAC1 antag	TDP43 rescue
CC(=O)N1CCc2c(sc(NC(=O)c3cccc(N4C(=O)CCC4=O)c3)c2C(N)=O)C1	2%	13%	-10%	8%	7%	i	-7%	3%
COc1cccc(Cn2c3ccc(NC(=O)Cc4cc(OC)ccc4OC)cc3c(=O)n2C)c1	-1%	12%	3%	8%	-9%	i	-6%	19%
Cc1ccsc1CN(C(=O)c1ccc([N+](=O)[O-])cc1)C1CCS(=O)(=O)C1 (centres undefined)	-3%	21%	-2%	2%	-7%	i	3%	1%
Cc1cc(C)nc(NC2=NCC(=O)N2CCc2c[nH]c3ccccc23)n1	1%	16%	8%	8%	2%	-7%[57.5 µM]	6%	7%
FC(F)(F)c1ccc2c(c1)NCC1CCCN21 (centres undefined)	0%	-11%	-9%	-3%	-4%	-20%	-5%	?
CC(=O)c1ccc(NC(=O)CCCN2C(=O)COc3ccc(C)cc32)cc1	-7%	17%	-12%	9%	-6%	-42%[inhibitor]	-12%	13%
C=CCn1cnc2scc(-c3ccc(OC)cc3)c2c1=O	13%	-2%	-7%	-1%	3%	i	-14%	-11%[1.82 µM]

Further entries follow.
SMILES	aSyn rescue	FUS yeast rescue	EPAC1 agonist	EPAC2 agonist	EPAC2 antagonist	PTHR1 agonist	EPAC1 antag	TDP43 rescue
COc1ccc2cc(Br)ccc2c1CC(=O)N(C)C	3%	1%	-5%	2%	-2%	-6%	-1%	11%
Cc1cc(Br)ccc1NC(=O)C1C2CCC(O2)C1C(=O)O (centres undefined)	-6%	1%	13%	-3%	0%	i	-16%	-10%
O=C(N/C(=C/c1cccs1)C(=O)N1CCOCC1)c1ccccc1	13%	20%	-6%	10%	-1%	2%	-6%	-16%
CCN(CC)Cc1c(O)ccc2occ(C(=O)c3ccc(OC)cc3)c12	3%	2%	-3%	21%	0%	i	-5%	7%
CC(C)(C)NC(=O)CSc1nnc(NC(=O)CCc2ccccc2)s1	0%	-4%	6%	2%	2%	-71%[inhibitor]	7%	8%
COc1ccc(CCNc2cc(C)nc3c(-c4ccccc4OC)cnn23)cc1OC	9%	30%	7%	3%	2%	i	-19%	6%
CCC1CCCCN1CCCNC(=O)c1ccc2c(=O)n(CCOC)c(=O)[nH]c2c1 (centres undefined)	-10%	0%	-2%	0%	3%	-3%	1%	-18%
Cc1cccc(N2CCN(S(=O)(=O)c3ccc(-c4ccc(=O)[nH]n4)o3)CC2)c1C	-1%	8%	-14%	-5%	2%	-5%	3%	-5%
Cc1cc(C(=O)C(=O)N(C)C)c(C)n1-c1ccc([N+](=O)[O-])cc1	-1%	25%	-8%	9%	20%	-2%[57.5 µM]	7%	-19%
COc1ccc(C(=O)Nn2c(SCc3cccc([N+](=O)[O-])c3)nc3ccccc3c2=O)cc1	5%	/	10%	10%	5%	-20%	?	0%
CCCCN1CNC(=S)N(CCc2ccc(OCC)c(OCC)c2)C1	3%	4%	-3%	1%	3%	-1%	-11%	-4%
O=C(NCc1ccccc1CN1CCCC1)c1ccc(Cl)c(N2CCCC2=O)c1	-8%	4%	-4%	8%	13%	-24%	-21%	-1%
CCC(C)CCN1CCN=C1N(C)C (centres undefined)	0%	-11%	-7%	16%	37%[activator]	4%	-10%	-1%
O=C(CSc1nc2ccccc2c(=O)n1CC1CCCO1)NCC1CCCO1 (centres undefined)	8%	9%	-1%	-2%	10%	-4%[57.5 µM]	7%	-3%
CC(C)Cn1c(N)c(C(=O)COC(=O)C2=COCCO2)c(=O)n(C)c1=O	2%	-22%	0%	1%	4%	i	-11%	8%
CC1(C(=O)Nc2cnc3ccccc3c2)CCN1Cc1cc2ccccc2o1 (centres undefined)	11%	-8%	-5%	6%	-18%	-58%	-22%	0%
O=C(O)c1ccccc1-c1nc2ccccc2c(=O)n1O	-1%	-8%	-6%	-2%	-1%	25%	-20%	-12%
CC(C(=O)NCC1CCCO1)n1cc([N+](=O)[O-])cn1 (centres undefined)	9%	-10%	-5%	6%	26%	-18%	-7%	-2%
COc1ccc(NC(=O)NC2(C(=O)N3CCOCC3)CCCCC2)cc1	8%	-22%	-3%	-3%	3%	i	-6%	1%
CN1CCC(NC(=O)c2ccncc2)CC1	-3%	12%	-8%	3%	3%	i	-12%	/
CN(C)c1ccc(/C=N/NC(=O)c2nnn(-c3nonc3N)c2CN2CCCCCC2)cc1	2%	-8%	-18%	-2%	-1%	i	-22%	20%

Only part of the results is shown. The share of hits here may be higher or lower than overall.
